# DT40 TDP1 CPT = qHTS for Inhibitors of human tyrosyl-DNA phosphodiesterase 1 (TDP1): qHTS in cells in presence of CPT; chicken DT40 Tdp1-/-;hTDP1 cells + 20 nM CPT, ATP luminescence, 48 h; Potency, µM (titrated, usually from 46.2 µM), for inactives: at the highest dose activity change, negative = growth inhibition, most hits filed as inhibitors; actives 12% (n = 420,000); AID 686979, 2013; note: nearly all actives have a fitted effect of over 55% in size
#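 Chicken DT40 Tdp1-/- cells complemented with human TDP1, 400 cells/well, exposed to compounds plus 20 nM camptothecin for at least 48 h at 37 C; viability read as ATP content by CellTiter-Glo luminescence.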
# TDP1 block = qHTS Assay for Inhibitors of Tyrosyl-DNA Phosphodiesterase (TDP1); Tyrosyl-DNA phosphodiesterase 1 (Homo sapiens), Q9NUW8; recombinant TDP1, AlphaScreen DNA substrate cleavage; Potency, µM (highest dose often 130 µM), without a hit: at the highest dose activity change, negative = inhibition, usual class: inhibitors; actives 0.28% (n = 350,000); note: nearly all actives have a fitted effect of over 40% in size
# Target sequence (Q9NUW8 whole entry, looked up): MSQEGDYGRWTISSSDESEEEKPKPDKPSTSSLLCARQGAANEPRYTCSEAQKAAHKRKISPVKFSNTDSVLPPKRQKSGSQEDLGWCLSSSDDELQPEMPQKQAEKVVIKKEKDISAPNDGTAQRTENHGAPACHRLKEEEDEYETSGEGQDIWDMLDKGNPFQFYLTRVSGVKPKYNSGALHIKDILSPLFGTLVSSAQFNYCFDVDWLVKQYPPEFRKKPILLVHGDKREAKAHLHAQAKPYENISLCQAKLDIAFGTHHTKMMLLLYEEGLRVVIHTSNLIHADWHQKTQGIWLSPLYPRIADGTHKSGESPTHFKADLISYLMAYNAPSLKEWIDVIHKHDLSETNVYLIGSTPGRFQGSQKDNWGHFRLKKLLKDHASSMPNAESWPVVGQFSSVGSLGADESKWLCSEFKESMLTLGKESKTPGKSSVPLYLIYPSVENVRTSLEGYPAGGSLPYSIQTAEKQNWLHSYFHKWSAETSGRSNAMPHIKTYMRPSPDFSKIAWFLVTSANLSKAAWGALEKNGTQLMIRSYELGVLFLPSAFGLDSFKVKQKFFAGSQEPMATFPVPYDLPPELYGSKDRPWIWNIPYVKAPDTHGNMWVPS
#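 Signal: AlphaScreen proximity between streptavidin donor and anti-FITC acceptor beads on intact substrate. Reaction: Tdp1 1 nM, substrate 15 nM final, 5 min RT after 15 min compound preincubation.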
# TDP1 cell noCPT = qHTS for Inhibitors of human tyrosyl-DNA phosphodiesterase 1 (TDP1): qHTS in cells in absence of CPT | DT40 Tdp1-/- hTDP1 cells, no CPT, ATP luminescence, 48 h | Potency, µM (highest dose often 46.2 µM), for inactives: top-dose activity change, negative = growth inhibition, actives largely listed as inhibitors | actives 15% (n = 420,000) | AID 686978, 2013; note: nearly all actives have a fitted effect of over 55% in size
#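 Luminescent ATP content (CellTiter-Glo) served as the growth readout. Knockout chicken DT40 cells expressing human TDP1 were exposed to compounds without camptothecin for a minimum 48 hr at 37 °C.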
# Active calls of the source: *; ? = inconclusive; · = not tested or not shown; & = joins results of further samples; [ ] = dose if it differs, or a comment. Calls come from the whole dose curve; as a rule, active = well fitted curve in the direction sought with a large enough effect; inconclusive = small, poorly fitted or top-dose-only effect, or another doubt; inactive = no such curve, though single readings can be large; an effect the other way counts as inactive or inconclusive. % is set by controls: 0 for no effect and ±100 for the full control effect; potency is the fitted concentration of half-maximal effect.
# Start of the data: the first 6 compounds as a preview:
SMILES	DT40 TDP1 CPT	TDP1 block	TDP1 cell noCPT
CCOC(=O)/C(=N/Nc1ccc(Cl)cc1)S(=O)(=O)c1ccccc1	-26%	2%	?
CCCOc1ccc(CNC(=O)C2CCN(c3nc4ccccc4nc3C(F)(F)F)CC2)cc1	?	0%	?
C=CCOC(=O)C1=C(C)NC(C)=C(C(=O)OCC=C)C1c1cccs1	?	-8%	18µM*
Cc1c(N=Cc2cc3c(cc2Cl)OCO3)c(=O)n(-c2ccccc2)n1C	?	2%	3%
CCOc1ccc(C(C)NC(=O)Cc2ccccc2)cc1OCC (stereo not drawn)	-10%	4%	-2%
Cc1cc(C)c2c(=O)n(CC(=O)N3CCC(N4CCCCC4)CC3)sc2n1	15µM*	9%	15µM*

# The list itself, from the start:
SMILES	DT40 TDP1 CPT	TDP1 block	TDP1 cell noCPT
CCOC(=O)/C(=N/Nc1ccc(Cl)cc1)S(=O)(=O)c1ccccc1	-26%	2%	?
CCCOc1ccc(CNC(=O)C2CCN(c3nc4ccccc4nc3C(F)(F)F)CC2)cc1	?	0%	?
C=CCOC(=O)C1=C(C)NC(C)=C(C(=O)OCC=C)C1c1cccs1	?	-8%	18µM*
Cc1c(N=Cc2cc3c(cc2Cl)OCO3)c(=O)n(-c2ccccc2)n1C	?	2%	3%
CCOc1ccc(C(C)NC(=O)Cc2ccccc2)cc1OCC (stereo not drawn)	-10%	4%	-2%
Cc1cc(C)c2c(=O)n(CC(=O)N3CCC(N4CCCCC4)CC3)sc2n1	15µM*	9%	15µM*
CCOc1ccc(C(=O)N2CCN(c3ccccn3)CC2)cc1	0%	4%	-17%
Cc1sc2nc(CN3CCOCC3)nc(NS(=O)(=O)c3cc(Cl)ccc3Cl)c2c1C	-2%	0%	7%
CCC1(C)Cc2c(sc3nc4n(c(=O)c23)CCS4)CO1 (stereo not drawn)	-19%	3%	?
Cc1cccc(C(C)C)c1NC(=O)COC(=O)CN1C(=O)C2CC=CCC2C1=O (stereo not drawn)	?	0%	-2%
CC1CC1C(=O)OCC(=O)NNC(=O)COc1ccc(Br)cc1 (stereo not drawn)	1%	-7%	2%
CC(=O)NCc1ccc(C(=O)CSc2nnc(C3CC3)n2C2CC2)cc1	-10%	2%	7%
CCCCCCCN(C(=O)CCl)c1cccc(C)c1	?	-1%	23µM*
COc1ccc(NS(=O)(=O)c2ccc3c(c2)C(C(C)C)C(=O)N3)cc1 (stereo not drawn)	?	2%	?
CC(C)[C@H](NC(=O)[C@@H]1CSCN1C(=O)OC(C)(C)C)C(=O)NCC1CCC(C(=O)O)CC1 (stereo partly drawn)	-2%	-5%&6%	-2%
CC1=C(C(=O)Nc2ccccc2C)C(c2ccc(C)o2)n2c(s/c(=C/c3ccccc3)c2=O)=N1 (stereo not drawn)	?	5%	?

# Ordered by length of the SMILES (low to high): 3 of the compounds above
SMILES	DT40 TDP1 CPT	TDP1 block	TDP1 cell noCPT
CCC1(C)Cc2c(sc3nc4n(c(=O)c23)CCS4)CO1 (stereo not drawn)	-19%	3%	?
Cc1c(N=Cc2cc3c(cc2Cl)OCO3)c(=O)n(-c2ccccc2)n1C	?	2%	3%
Cc1sc2nc(CN3CCOCC3)nc(NS(=O)(=O)c3cc(Cl)ccc3Cl)c2c1C	-2%	0%	7%

# (more compounds)
SMILES	DT40 TDP1 CPT	TDP1 block	TDP1 cell noCPT
Cc1cccc(C)c1NC(=S)NC1CCCCC1	?	5%	?
Cn1c(C(=O)O)cnc1Sc1ncc(C(F)(F)F)cc1Cl	4%	4%	-5%
CC(=O)Nc1ccc(Nc2nc(C)c([N+](=O)[O-])c(Nc3ccc(NC(C)=O)cc3)n2)cc1	?	8%	6.5µM*
Nc1cc(N)nc(SCCN2CCCCC2)n1	-2%	1%	0%
CCOc1ccc(S(=O)(=O)N2CCCCC2)cc1NC(=O)c1ccccc1	-4%	·	?
O=C(N/N=C1\C2CN3CCN(C2)CC1(c1ccccc1)C3)c1ccc(F)cc1	7%	1%	14%
CCOC(=O)c1cnn(-c2ccc(Cl)cc2)c1C1CCN(C(=O)OC(C)(C)C)CC1	?	3%	?
O=c1c2ccccc2nc(SCc2ccccc2)n1Cc1ccco1	-23%	-5%	?
COc1cc(C(=S)N2CCOCC2)cc(OC)c1OC(=O)c1ccccc1[N+](=O)[O-]	0%	6%	?
COc1cc(C2C3=C(COC3=O)Oc3cc4c(cc32)OCO4)cc(OC)c1OC(C)=O (stereo not drawn)	0.65µM*	·	0.65µM*
CC(=O)Nc1nc(C)c(Oc2ccc(C)cc2)c(=O)[nH]1	-17%	?	-2%
O=C(C1=C[C@@H](c2coc3ccccc3c2=O)C[C@@H](OCc2ccc(CO)cc2)O1)N1CCN(Cc2ccccc2)CC1	18µM*	8%	?
CCN(CC)CCN1C(=O)C(=O)/C(=C(/O)c2c(C)[nH]c(C(=O)OC)c2C)C1c1ccc(OC)cc1 (stereo not drawn)	7%	0%	0%
CCOc1cc(C2Sc3ccccc3NC3=C2C(=O)c2ccccc23)ccc1O (stereo not drawn)	?	12%	?
Clc1ccc(CNc2nc3ccccc3c3nc(-c4cccnc4)nn23)cc1	-21%	2%	?
CCOC(=O)C1CCN(C(=O)c2ccc(OCC(=O)Nc3cccc(C(F)(F)F)c3)c(OC)c2)CC1	13µM*	·	9.2µM*
COc1ccc(CN(CC2CCC(C(=O)O)CC2)C(=S)Nc2cc(C)cc(C)c2)cc1 (stereo not drawn)	-21%	-3%	1%
Cc1ccccc1C(=O)NCC(=O)OC(C)C(=O)NCc1ccco1 (stereo not drawn)	0%	-12%	5%
O=C(NCc1ccco1)C(c1ccc(F)cc1)N(CC1CCCO1)C(=O)Cn1nnc2ccccc21 (stereo not drawn)	-1%	-2%	-25%
CCOC(=O)C1CCN(C(=O)CC2C(=O)N(Cc3ccccc3)C(C)c3nc4ccccc4n32)CC1 (stereo not drawn)	-26%	0%	-12%
Oc1ccc(-c2nc(-c3ccc(F)cc3)c(-c3ccncc3)[nH]2)cc1	?	10%[56.1 µM]	6.5µM*
CNC(=O)c1c[nH]c2ccc(S(=O)(=O)Nc3ccccc3F)cc2c1=O	0%	·	8%
CN(C)S(=O)(=O)c1cccc(NC(=O)COC(=O)c2ccc3c(c2)OCO3)c1	-20%	2%	?
CCOc1ccccc1NC(=O)CSc1n[nH]c(N)n1	5%	5%	14%
O=C(NCCCN1CCCC1)Nc1ccc(F)cc1	1%	·	4%
Cc1ccc2c(Cl)cc(Cl)c(OCC(=O)O)c2n1	3%	2%	1%
CCC1Oc2ccc(C)cc2N(CC(=O)N2CCCC2)C1=O (stereo not drawn)	12%	2%	-9%
CCOC(=O)c1c(C)oc2c1c(C=NCCO)c(O)c1ccccc12	-69%	3%	?
CN(C)CCN1CCN(C2CN(Cc3cn(Cc4ccccc4)nn3)S(=O)(=O)C2)CC1 (stereo not drawn)	-10%	·	-6%
COCc1ccc(CN2CCC(CO)(CC3CCCCO3)CC2)o1 (stereo not drawn)	12%	-8%	-1%
CCOC(=O)c1noc2nc(C)n(Cc3cccc([N+](=O)[O-])c3)c(=O)c12	15%	2%	-18%
CC(C)(C)OC(=O)C[C@H]1C/C=C\C[C@H](CC(=O)NCCO)C(=O)NC[C@@H](c2ccccc2)OC1=O	-1%	0%	-10%
Cc1ccc(C)c(S(=O)(=O)N/N=C/c2ccc(N3CCOCC3)cc2)c1	?	5%	?
COc1ccc(C/C(N)=N/OC(=O)c2ccco2)cc1OC	?	9%	-29%
O=C(NCC1Cc2cc(F)cc(-c3cnccn3)c2O1)C1COc2ccccc2O1 (stereo not drawn)	16%	·	-7%
Fc1ccc(NC(=S)Nc2ccc(Br)cc2)cc1	8.2µM*	-4%	9.2µM*
O=C(O)c1ccccc1SC1CC(=O)N(C2CCCCC2)C1=O (stereo not drawn)	?	0%	?
O=C(C1CCCN1C(=O)c1cccs1)N1CCN(Cc2ccc3c(c2)OCO3)CC1 (stereo not drawn)	-17%	6%	?
O=C(c1ccccn1)C1CCCN(Cc2cn[nH]c2-c2cc3ccccc3o2)C1 (stereo not drawn)	?	5%	?
CCOc1ccc(CCN2C(=O)C(=O)N([C@@H](Cc3ccccc3)CN3CCC[C@H]3CN3C(=O)C(=O)NC[C@@H]3CC(C)C)C[C@@H]2Cc2ccc(O)cc2)cc1	-91%	·	?
O=C(COC(=O)c1ccc(Br)o1)NCc1ccco1	0%	·	-23%
Cc1cccc(/C=C2/S/C(=N/N=C3\CC4CCC3(C)C4(C)C)NC2=O)c1 (stereo not drawn)	?	10%	21µM*
Cc1c2cnn(-c3ccccc3)c(=O)c2c(C)n1CCCC(=O)N1CCN(C2CCCCC2)CC1	-10%	·	-19%
O=C(NCC1CCCO1)c1ccccc1-c1nc(-c2ccc(Cl)cc2)no1 (stereo not drawn)	18µM*	2%	18µM*
CC1(C(=O)Nc2ccc(Cl)c(Cl)c2)CCN1Cc1ccccc1OC(F)F (stereo not drawn)	16µM*	·	12µM*
CSc1nc(Sc2ccc(Cl)cc2)c2ccccc2n1	?	-6%	?
COc1ccc(C(O)P(=O)(OC(C)C)c2ccc(N(C)C)cc2)c(OC)c1 (stereo not drawn)	-29%	·	-8%
COC(=O)c1ccccc1NC(=O)C12CC3CC(C1)CC(n1cnc(Cl)n1)(C3)C2	21µM*	3%	16µM*
COc1ccc(NC(=O)C2(C)CCN2C2Cc3ccccc3C2)cc1OC (stereo not drawn)	?	·	-89%
Cc1ccc(/C=N/NC(=O)c2ccccn2)o1	-5%	1%	2%
O=C1CCC/C(=N/NC(=O)c2ccc(CN3c4cccc5cccc(c45)S3(=O)=O)cc2)C1	-7%	5%	?
Cc1nnn(C23CC4CC(CC(CC(=O)Nc5ccc(C)c(Cl)c5)(C4)C2)C3)n1	?	0%	?
Cc1ccccc1N(C(=O)Cn1nnc2ccccc21)C(C(=O)NCc1ccco1)c1ccncc1 (stereo not drawn)	14%	0%	-23%
COc1ccc(C(=O)OCC(=O)N2CCN(C(=O)c3ccco3)CC2)c(OC)c1OC	7%	·	1%
COc1cc(C2c3c(-c4c(C)cc(C)cc4O)n[nH]c3C(=O)N2CCCOC(C)C)cc(OC)c1OC (stereo not drawn)	?	5%	-16%
Cc1ccc(C)c(N=Cc2c(O)c3ccccc3oc2=O)c1	8%	·	-11%

# The listing continues:
SMILES	DT40 TDP1 CPT	TDP1 block	TDP1 cell noCPT
COc1ccc(OC)c(-c2ccc(O)c(CN3CCc4c([nH]c5ccccc45)C3)c2)c1	-5%[9.04 µM]	·	?
Cc1nc(N/N=C/c2ccccc2)nc(N(C)c2ccccc2)c1[N+](=O)[O-]	-6%	2%	-10%
CCCNC(=O)N(C)C[C@H]1Oc2cc(Br)ccc2S(=O)(=O)N([C@@H](C)CO)C[C@@H]1C	-15%	·	1%
Cc1cc(NC(=O)COC(=O)COc2cccc3c2OC(C)(C)C3)no1	-3%	5%	2%
CC(c1cccs1)N(Cc1ccco1)C(=S)Nc1ccc(F)c(Cl)c1 (stereo not drawn)	2%	2%	20%
O=C(CN1CCN(C(=O)c2ccccc2)CC1)Nc1cccc(S(=O)(=O)N2CCCC2)c1	?	-13%	?
COc1c(F)c(F)c(C(=O)O)c(Nc2ccccc2C)c1F	-7%	7%	-9%
COC(=O)c1sc(SC)c(-c2ccon2)c1C	0%	6%	-5%
COc1ccccc1CCNc1ncnc2sc(C(=O)N3CCCN(C=O)CC3)c(C)c12	?	·	?
Fc1ccc(N=C2NN=C(c3cc(F)ccc3F)CS2)cc1	?	5%	15µM*
O=C(NNc1ccccc1[N+](=O)[O-])Nc1ccc(F)cc1	?	2%	-52%
CC(=O)Nc1c(O)c2ccccc2[nH]c1=O	-5%	6%	-12%
S=c1[nH]nc(-c2ccco2)n1/N=C/c1cccc(Cl)c1	10%	4%	-11%
O=C(NCc1cccs1)C1CCCN(S(=O)(=O)c2ccc(Br)s2)C1 (stereo not drawn)	-11%	2%	?
Cc1cc(/C=N/NC(=O)CC2(C)OCCO2)c(C)n1-c1ccc(Cl)c(Cl)c1	?	8%	?
CC(/C=C/c1ccco1)=N/NC(=O)c1ccccc1Cl	23µM*	3%	16µM*
Cc1ccc(NC(=O)CC(C)S(=O)(=O)c2ccc3c(c2)NC(=O)CO3)cc1Cl (stereo not drawn)	-7%	2%	21µM*
COc1cccc(C2CCCCN(C)C2=O)c1 (stereo not drawn)	-2%	8%	-1%

# Source: PubChem

# An unsorted share of the library. About 18% of those tested had a hit in this group.
